TcdB GH inh: blocks C. difficile toxin B glycohydrolase activity. inhibition, % at 9.99 µM. hit rate 0.24% among 350,000. TcdB glycohydrolase enzymatic assay, plate reader; in the data active = inhibition above about 10%
* marks the source's active call; other numbers are inactive results. Only part of the results is shown; rates above refer to the full screens.

SMILES	TcdB GH inh
COc1ccc(C#Cc2ccc3c(c2)O[C@H](CN(C)C(=O)CN2CCOCC2)[C@@H](C)CN([C@@H](C)CO)S3(=O)=O)cc1	-0.4
COc1ccc2c3c([nH]c2c1)[C@@H](CO)N(C(=O)c1ccccn1)CC31CN(C(=O)C2CCCC2)C1	-2.1
C[C@@H]1CCCCO[C@H](CN(C)C(=O)Nc2ccc(C(F)(F)F)cc2)[C@@H](C)CN([C@H](C)CO)C(=O)c2cc(NS(=O)(=O)c3ccc(F)cc3)ccc2O1	0.0
C[C@@H]1CN([C@H](C)CO)C(=O)Cc2cc(NC(=O)Nc3cccc4ccccc34)ccc2O[C@@H]1CN(C)Cc1ccc(C(F)(F)F)cc1	0.2
C[C@@H]1CN([C@@H](C)CO)C(=O)c2cc(NC(=O)c3ccncc3)ccc2O[C@H]1CN(C)C(=O)NC1CCCCC1	-0.3
C[C@H](CO)N1C[C@H](C)[C@H](CN(C)C(=O)C2CCCCC2)OCCCC[C@H](C)Oc2ccc(NS(=O)(=O)c3ccc(Cl)cc3)cc2C1=O	0.5
CC(C)C#Cc1cnc2c(c1)C(=O)N([C@@H](C)CO)C[C@@H](C)[C@@H](CN(C)C(=O)c1cccc(F)c1)O2	1.6
COCC#Cc1ccc([C@H]2[C@@H](CO)N3CCCCN(S(=O)(=O)c4ccccc4F)C[C@@H]23)cc1	1.3
CN1C(=O)c2cc(NS(=O)(=O)c3ccccc3Cl)ccc2OC[C@H]2O[C@H](CC(=O)O)CC[C@H]21	-0.8
COc1ccc(-c2ccc3c(c2)[C@@H]2[C@@H](CCN2Cc2ccccc2F)[C@H](CO)N3)cc1	0.5
N#C[C@@H]1[C@H](c2ccccc2-c2ccccc2)[C@H](CO)N1C(=O)NC1CCCCC1	-1.5
C[C@@H]1CN([C@@H](C)CO)C(=O)c2cc(-c3cccnc3)cnc2O[C@@H]1CN(C)C(=O)Nc1ccc2c(c1)OCO2	0.9
O=C(C[C@H]1C=C[C@@H](NS(=O)(=O)c2ccccc2)[C@H](CO)O1)NCc1ccccc1F	-4.6
CN(C)CC(=O)N[C@@H]1CC[C@@H](CC(=O)O)O[C@H]1CO	-1.5
CC=Cc1ccc2n(c1=O)C[C@H]1[C@H](CO)[C@@H](C(=O)NCCC)[C@@H]2N1Cc1ccccc1 (mixture of isomers)	-0.1
C[C@H](CO)N1C[C@H](C)[C@@H](CN(C)S(=O)(=O)c2cccs2)OCCCC[C@H](C)Oc2ccc(NS(=O)(=O)c3ccccc3)cc2C1=O	-4.2
Cc1ccc(S(=O)(=O)Nc2ccc3c(c2)C(=O)N([C@@H](C)CO)C[C@@H](C)[C@@H](CN(C)Cc2ccc4c(c2)OCO4)OCCCC[C@@H](C)O3)cc1	-0.1
C[C@H]1CN([C@@H](C)CO)S(=O)(=O)c2ccc(C3=CCCCC3)cc2O[C@@H]1CN(C)C(=O)Cc1ccncc1	0.1
COCC(=O)Nc1ccc2c(c1)[C@H]1C[C@@H](CC(=O)NC3CCCCC3)O[C@H](CO)[C@H]1O2	-0.8
COc1ccc(S(=O)(=O)N[C@@H]2CC[C@H](CCNC(=O)c3ccccc3F)O[C@@H]2CO)cc1	-0.5
COc1ccc(NC(=O)Nc2cccc3c2O[C@H](CN(C)C(=O)Nc2ccc(OC)cc2)[C@H](C)CN([C@H](C)CO)C3=O)cc1	0.4
CCC(=O)N1C[C@H](C)[C@@H](OC)CN(C)C(=O)c2cc(NC(=O)C3CCOCC3)ccc2OC[C@@H]1C	0.5
CC(C)NC(=O)Nc1ccc2c(c1)C(=O)N([C@H](C)CO)C[C@@H](C)[C@H](CN(C)S(C)(=O)=O)OCCCC[C@H](C)O2	-0.6
O=C(C[C@H]1C[C@@H]2c3cc(NC(=O)C4CCC4)ccc3O[C@@H]2[C@@H](CO)O1)NCc1cccc(F)c1	-1.0
C/C=C/c1ccc([C@H]2[C@H](CO)N(C(=O)CC)[C@H]2CNC(=O)CC)cc1	-0.2
C[C@@H]1CN([C@@H](C)CO)C(=O)Cc2cc(NC(=O)CCCN(C)C)ccc2O[C@@H]1CN(C)CC1CCCCC1	0.2
O=C(C[C@@H]1C[C@@H]2c3cc(NC(=O)c4cccnc4)ccc3O[C@@H]2[C@H](CO)O1)NCC1CC1	-0.9
CCNC(=O)[C@@H]1[C@@H](CO)[C@@H]2Cn3c(ccc(-c4ccc(OC)cc4)c3=O)[C@H]1N2CC1CC1	0.2
C[C@@H]1CN([C@H](C)CO)C(=O)c2cc(NC(=O)C3CC3)ccc2O[C@H]1CN(C)Cc1ccc(C(=O)Nc2ccccc2N)cc1	0.3
C[C@@H]1CN([C@@H](C)CO)C(=O)c2cc(NC(=O)Cn3cnnn3)ccc2O[C@H]1CN(C)C(=O)NC1CCCCC1	1.3
CCCNC(=O)N1[C@H](CO)[C@H](c2ccc(C3=CCCCC3)cc2)[C@@H]1C#N	1.4
C[C@H](CO)N1C[C@H](C)[C@H](CN(C)C(=O)Nc2ccc(C(F)(F)F)cc2)Oc2ccc(NC(=O)Cn3cnnn3)cc2C1=O	-8.0
CC(C)C#Cc1cnc2c(c1)C(=O)N([C@@H](C)CO)C[C@@H](C)[C@H](CN(C)C(=O)c1ccccc1)O2	-0.4
CCNC(=O)Nc1ccc2c(c1)C(=O)N(C)[C@@H]1CC[C@H](CC(=O)NCc3ccc(F)cc3)O[C@@H]1CO2	-2.3
C[C@@H]1CN([C@H](C)CO)C(=O)c2cc(NC(=O)Cc3cn(C)c4ccccc34)ccc2O[C@@H]1CN(C)S(C)(=O)=O	-0.1
CC(C)COC(=O)N(C)C[C@H]1OCc2ccccc2-c2ccccc2C(=O)N([C@@H](C)CO)C[C@@H]1C	0.5
CN1CCN(C(=O)C[C@H]2C[C@H]3c4cc(NC(=O)C5CCOCC5)ccc4O[C@H]3[C@H](CO)O2)CC1	1.2
CC(C)c1cn(CC[C@@H]2CC[C@@H](NC(=O)C3CCOCC3)[C@@H](CO)O2)nn1	0.6
O=C(C[C@H]1CC[C@@H]2[C@H](COC[C@H](O)CN2C(=O)c2ccc(F)cc2)O1)NC1Cc2ccccc2C1	0.5
C[C@@H]1CN([C@H](C)CO)C(=O)c2cc(NC(=O)Cc3cn(C)c4ccccc34)ccc2O[C@H]1CN(C)S(=O)(=O)c1ccccc1	-0.1
C[C@@H]1CN([C@@H](C)CO)C(=O)c2cc(NC(=O)Nc3cccc4ccccc34)ccc2O[C@@H](C)CCCCO[C@H]1CN(C)CC1CCCCC1	-0.3
Cc1noc(C)c1NC(=O)N(C)C[C@H]1OCCCC[C@H](C)Oc2ccc(NS(=O)(=O)c3ccccc3)cc2C(=O)N([C@@H](C)CO)C[C@@H]1C	0.1
C[C@H]1CN([C@@H](C)CO)S(=O)(=O)c2ccc(C3=CCCC3)cc2O[C@H]1CN(C)Cc1ccccc1	1.7
CS(=O)(=O)N1CCCCN2[C@@H](CO)[C@@H](c3ccc(Br)cc3)[C@@H]2C1	-2.1
Cc1ccc(S(=O)(=O)N(C)C[C@@H]2Oc3ccc(NC(=O)CCC(F)(F)F)cc3C(=O)N([C@H](C)CO)C[C@@H]2C)cc1	-0.2

At a glance, some entries already given:
SMILES	TcdB GH inh
C[C@@H]1CN([C@@H](C)CO)C(=O)c2cc(NC(=O)Nc3cccc4ccccc34)ccc2O[C@@H](C)CCCCO[C@H]1CN(C)CC1CCCCC1	-0.3
Cc1noc(C)c1NC(=O)N(C)C[C@H]1OCCCC[C@H](C)Oc2ccc(NS(=O)(=O)c3ccccc3)cc2C(=O)N([C@@H](C)CO)C[C@@H]1C	0.1
C[C@H]1CN([C@@H](C)CO)S(=O)(=O)c2ccc(C3=CCCC3)cc2O[C@H]1CN(C)Cc1ccccc1	1.7
CS(=O)(=O)N1CCCCN2[C@@H](CO)[C@@H](c3ccc(Br)cc3)[C@@H]2C1	-2.1
Cc1ccc(S(=O)(=O)N(C)C[C@@H]2Oc3ccc(NC(=O)CCC(F)(F)F)cc3C(=O)N([C@H](C)CO)C[C@@H]2C)cc1	-0.2

Continued:
SMILES	TcdB GH inh
CC=Cc1ccc2n(c1=O)C[C@@H]1[C@@H](CO)[C@H](C(=O)Nc3nccs3)N(Cc3cc(F)ccc3F)[C@H]21 (mixture of isomers)	0.3
CC=Cc1ccc2n(c1=O)C[C@H]1[C@H](CO)[C@@H](C(=O)NCCc3ccccc3)N(C(=O)CC)[C@@H]21 (mixture of isomers)	-0.2
Cc1ccc(S(=O)(=O)N[C@H]2CC[C@H](CC(=O)NCc3ccccc3F)O[C@@H]2CO)cc1	0.0
COc1ccc2c3c([nH]c2c1)[C@@H](CO)N(C(=O)C1CCCCC1)CC31CCN(Cc2nccs2)CC1	0.6
O=C(Nc1nccs1)[C@@H]1[C@@H](CO)[C@@H]2Cn3c(cccc3=O)[C@H]1N2C(=O)C1CCC1	-17
C[C@@H]1CN([C@@H](C)CO)C(=O)Cc2cc(NS(=O)(=O)c3ccc(Cl)cc3)ccc2O[C@@H]1CN(C)C(=O)NC1CCCCC1	0.6
CC(C)CC#Cc1ccc2c(c1)O[C@H](CN(C)Cc1ccccc1F)[C@@H](C)CN([C@@H](C)CO)S2(=O)=O	-2.5
C[C@H]1CCCCO[C@H](CN(C)C(=O)CCC(F)(F)F)[C@@H](C)CN([C@@H](C)CO)C(=O)c2cc(NS(C)(=O)=O)ccc2O1	-0.2
Cc1cc(C(=O)Nc2cccc3c2O[C@H](CN(C)C(=O)Nc2ccc4c(c2)OCO4)[C@H](C)CN([C@H](C)CO)C3=O)n(C)n1	0.7
N#C[C@@H]1[C@@H](c2ccc(-c3cccnc3)cc2)[C@H](CO)N1C(=O)C1CCOCC1	-0.4
C[C@H](CO)N1C[C@H](C)[C@H](CN(C)Cc2ccc(Cl)c(Cl)c2)Oc2ccc(NC(=O)c3ccncc3)cc2C1=O	0.9
COC(=O)C[C@H]1CC[C@H]2[C@H](COc3ccc(NC(=O)Nc4cccc(Cl)c4)cc3C(=O)N2C)O1	0.4
CCC(=O)N1C[C@H]2[C@@H](c3ccccc31)[C@H](CO)N2C(=O)CC1CC1	1.3
CCC(=O)N1CC[C@H]2[C@H](CO)Nc3ccc(-c4ccc(C(=O)N(C)C)cc4)cc3[C@H]21	-0.7
C[C@H](CO)N1C[C@H](C)[C@@H](CN(C)S(=O)(=O)c2cccs2)Oc2c(NC(=O)Nc3ccc(C(F)(F)F)cc3)cccc2C1=O	1.2
CN(C)C(=O)C[C@@H]1CC[C@@H]2[C@@H](COc3ccc(NC(=O)C4CCC4)cc3C(=O)N2C)O1	-0.6
CN(C)CC(=O)Nc1ccc2c(c1)[C@@H]1C[C@H](CC(=O)NCc3ccc(Cl)cc3)O[C@H](CO)[C@@H]1O2	-6.5
CC=Cc1ccc2n(c1=O)C[C@@H]1[C@@H](CO)[C@H](C(=O)N[C@@H](C)c3ccccc3)N(C(=O)c3cnccn3)[C@H]21 (mixture of isomers)	0.3
COc1cccc(S(=O)(=O)Nc2ccc3c(c2)C(=O)N(C)C[C@H](OC)[C@H](C)CN(C(=O)Cc2cccnc2)[C@H](C)CO3)c1	0.3
C[C@H](CO)N1C[C@H](C)[C@H](CN(C)Cc2ccc(C(=O)O)cc2)Oc2ccc(NC(=O)NC3CCCCC3)cc2CC1=O	0.3
COc1cccc(CNC(=O)C[C@H]2CC[C@@H](NC(=O)C3CC3)[C@@H](CO)O2)c1	0.2
C[C@@H]1CN([C@H](C)CO)C(=O)c2cc(C3=CCCC3)cnc2O[C@@H]1CN(C)C(=O)C1CCOCC1	0.3
O=C(Nc1cccc(F)c1)N1C[C@H]2[C@@H](c3ccccc31)[C@@H](CO)N2C(=O)C1CCOCC1	-2.7
C[C@@H]1CN([C@@H](C)CO)S(=O)(=O)c2ccc(-c3ccncc3)cc2O[C@@H]1CN(C)Cc1ccccc1	0.2
O=C(CC(F)(F)F)N1C[C@H]2[C@@H](c3ccccc31)[C@@H](CO)N2C(=O)c1cccnc1	1.4
C[C@@H]1CN([C@H](C)CO)C(=O)c2cc(NC(=O)CCCN(C)C)ccc2O[C@@H](C)CCCCO[C@@H]1CN(C)S(=O)(=O)c1ccc(F)cc1	-0.4
CC(C)[C@@H]1COCc2cn(nn2)CC[C@@H](Cc2ccccc2)C(=O)N1	-0.3
CO[C@H]1CN(C)C(=O)c2cc(NS(=O)(=O)c3ccccc3C)ccc2OC[C@H](C)N(S(C)(=O)=O)C[C@H]1C	0.2
C[C@@H]1CN([C@@H](C)CO)S(=O)(=O)c2ccc(-c3ccncc3)cc2O[C@@H]1CN(C)Cc1cncnc1	-1.6
CCC(=O)N1CCCCN2[C@@H](CO)[C@H](c3ccc(-c4cccc(C#N)c4)cc3)[C@@H]2C1	0.8
C[C@@H]1CN([C@@H](C)CO)C(=O)c2cc(Br)cnc2O[C@@H]1CN(C)C(=O)c1ccccc1F	0.2
CO[C@@H]1CN(C)C(=O)c2ccc(NC(=O)C3CC3)cc2OC[C@@H](C)N(Cc2nccs2)C[C@H]1C	-0.9
C[C@H]1CN([C@@H](C)CO)C(=O)c2cc(NC(=O)Nc3ccccc3)ccc2O[C@H]1CN(C)S(=O)(=O)c1cn(C)cn1	0.8
COc1ccc(NC(=O)N(C)C[C@H]2OCCCC[C@@H](C)Oc3ccc(NC(=O)CCCN(C)C)cc3C(=O)N([C@@H](C)CO)C[C@H]2C)cc1	1.3
COc1ccc(S(=O)(=O)Nc2ccc3c(c2)C(=O)N([C@H](C)CO)C[C@H](C)[C@@H](CN(C)Cc2ccc(C(=O)Nc4ccccc4N)cc2)O3)cc1	0.1

Five compounds drawn at random from the list so far:
SMILES	TcdB GH inh
C[C@@H]1CN([C@@H](C)CO)C(=O)c2cc(Br)cnc2O[C@@H]1CN(C)C(=O)c1ccccc1F	0.2
C[C@H]1CN([C@@H](C)CO)C(=O)c2cc(NC(=O)Nc3ccccc3)ccc2O[C@H]1CN(C)S(=O)(=O)c1cn(C)cn1	0.8
CO[C@@H]1CN(C)C(=O)c2ccc(NC(=O)C3CC3)cc2OC[C@@H](C)N(Cc2nccs2)C[C@H]1C	-0.9
COc1ccc(S(=O)(=O)Nc2ccc3c(c2)C(=O)N([C@H](C)CO)C[C@H](C)[C@@H](CN(C)Cc2ccc(C(=O)Nc4ccccc4N)cc2)O3)cc1	0.1
COc1ccc(NC(=O)N(C)C[C@H]2OCCCC[C@@H](C)Oc3ccc(NC(=O)CCCN(C)C)cc3C(=O)N([C@@H](C)CO)C[C@H]2C)cc1	1.3

Assay outcomes (PubChem)
